Compound activity (PubChem BioAssay)
M1AAP inhibition = malaria alanyl aminopeptidase activity blockers – biochemical, fluorogenic H-Leu-NHMec substrate, 1536-well (AID 1445) | recombinant M1AAP, H-Leu-NHMec fluorogenic kinetic assay; higher % means a stronger effect | one-dose inhibition, % at 30 µM; IC50 in µM for titrated hits | hit rate 0.42% among 220,000;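 active means primary inhibition above the hit cutoff, then over 50% inhibition at one or more dose response concentrations, cut at about 23% in these data, passing the limit was not always enough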;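 further: plate controls were DMSO full reaction for no effect and no enzyme background for full effect; strong numbers were not always called active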
human PMI inhibitors = human PMI inhibitors, high substrate, primary screen, biochemical, fluorescence intensity, high mannose 6-phosphate (AID 1220); recombinant PMI enzyme, coupled fluorescence intensity; higher % means a stronger effect; inhibition, % at 20 µM; hits with a dose series show IC50 in µM; hit rate 0.66% among 190,000
P. falciparum M17LAP = P. falciparum M17LAP inhibitors, primary screen, biochemical, fluorogenic H-Leu-NHMec substrate, 1536-well (AID 1619); recombinant M17LAP, H-Leu-NHMec fluorogenic kinetic assay; higher % means a stronger effect; one-dose inhibition, % at 30 µM; IC50 in µM for titrated hits; hit rate 0.38% among 220,000;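 active means compound inhibiting the enzyme by more than half at any dose during confirmatory dose-response retesting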;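 further: plate controls were full reaction with DMSO carrier for no effect and no enzyme background for full effect; strong numbers were not always called active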
AID2073 = inhibitors of Mint1-CaV2.2 protein interaction, biochemical, HTRF (AID 2073); HTRF protein-protein interaction, Mint1-CaV2.2; higher % means a stronger effect; inhibition, % at 20 µM, or IC50 in µM where a hit was titrated; hit rate 0.19% among 290,000; in the data active means inhibition mostly above about 51%, no sharp cut-off; further: some results filed as inactive read as strong as hits
Dynein transport = blocks dynein driven cargo transport along microtubules; 3617.4 mouse cells, GR-EGFP nuclear translocation imaging; test concentration mostly 20 µM; stimulated with dexamethasone, 1 µM; active compounds read low; z-score, hits read low; hit rate 0.47% among 220,000; AID 1381;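 active means plate z-score of nuclear minus cytoplasmic receptor signal below a set negative limit, without overly bright fluorescence or cell loss, cut at about -3.5 in these data, passing the limit was not always enough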;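 further: z-score of nuclear minus cytoplasmic ring GR-EGFP intensity difference per well; some compounds called inactive have numbers as strong as hits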
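Buffer or medium: Induction medium lacking tetracycline, stripped serum | Also added: Dexamethasone agonist, 1.0 µM final, for 30 min | Timing: 48 h induction, 1 h compound, 30 min dex at 37 °C | Detection: Formaldehyde fixation, Hoechst nuclear stain, 10x automated fluorescence imaging | Measure: Nuclear versus cytoplasmic GR-EGFP signal, averaged per well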
human PMI inhibition = inhibitors of human PMI, primary screen, biochemical, fluorescence intensity, coupled assay (AID 1209) | purified PMI enzyme, coupled fluorescence intensity; higher % means a stronger effect | inhibition, % at 20 µM, or IC50 in µM where a hit was titrated | hit rate 0.42% among 190,000;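 further: plate controls were DMSO vehicle for no effect and wells lacking substrate for full effect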
XIAP displacement = XIAP antagonists, biochemical, IAP family, fluorescence polarization (AID 1018). XIAP BIR domain, fluorescence polarization peptide displacement; higher % means a stronger effect. one-dose displacement, % at 20 µM; IC50 in µM for titrated hits. hit rate 0.007% among 200,000; in the data active means displacement above about 50%; further: a part of the inactive calls stands beside numbers as strong as those of hits
LYP inhibition = PTPN22 lymphoid phosphatase activity blockers – biochemical, fluorescence intensity, uHTS (AID 1779); recombinant LYP phosphatase, fluorescence intensity; higher % means a stronger effect; hit rate 0.054% among 290,000; inhibition, % at 11.5 µM, or IC50 in µM where a hit was titrated;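 further: plate controls were vehicle with enzyme for no effect and no enzyme for full effect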
SIAH1 antagonists = Siah-1 peptide-binding antagonists, primary screen, biochemical, fluorescence polarization, rhodamine-plectin, uHTS (AID 1817). Siah-1 / rhodamine-plectin peptide fluorescence polarization; higher % means a stronger effect. displacement, % at 20 µM; hits with a dose series show IC50 in µM. hit rate 0.02% among 290,000;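 active means displacement of at least 50% at 20 µM, with a fluorescence ratio check between 0.3 and a set limit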;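 further: plate controls were Siah plus tracer with DMSO for no effect and tracer alone without Siah for full effect; strong numbers were not always called active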
Dynein transport cytoplasmic EGFP = second read-out of Dynein transport, no call of its own (marks repeat the call); z-score; measured here: cytoplasmic GR-EGFP intensity; active compounds read high
Dynein transport nuclear GR-EGFP = recorded beside Dynein transport, whose call it bears; z-score; measured here: nuclear GR-EGFP intensity;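 lower value marks the stronger effect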
Dynein transport cell count = recorded beside Dynein transport, whose call it bears; z-score; measured here: cell count per field
* marks the source's active call; other numbers are inactive results; x = not tested or not shown. Unless noted, no stated cut-off is given here; in the data, active means inhibition above about 50%; inactive means the rest.

1) CC1CCN(c2ncnc3ccccc23)CC1
2) Cc1ccccc1OCC(=O)O/N=C(\N)Cc1ccc(Cl)cc1
3) O=C(O)CN1C(=O)CCS(=O)c2ccccc21 (stereo unspecified)
4) CN(CCc1ccccn1)c1ncnc2[nH]ncc12
5) COc1ccc(CN(C)CC(=O)Nc2cc(OC)c([N+](=O)[O-])cc2C)c(OC)c1
6) Cc1cc(C(=O)CSc2nncs2)c(C)n1Cc1ccco1
assay / compound	1	2	3	4	5	6
M1AAP inhibition	2%	0%	18%	3%	17%	1%
human PMI inhibitors	-13%	-1%	6%	18%	0%	9%
P. falciparum M17LAP	12%	2%	1%	17%	5%	-1%
AID2073	0%	-4%	1%	-2%	-4%	4%
Dynein transport	-0.046	0.054	0.33	0.51	-0.32	-0.058
Dynein transport cytoplasmic EGFP	-0.15	-0.19	-0.16	-0.25	-0.28	-0.29
Dynein transport nuclear GR-EGFP	0.12	0.013	0.29	-0.49	-0.016	0.23
Dynein transport cell count	-0.74	0.93	-0.13	0.8	0.89	-0.33
human PMI inhibition	-12%	6%	9%	14%	13%	-2%
XIAP displacement	-4.2%	-6.5%	-7.3%	-4.2%	-2.0%	-5.5%
LYP inhibition	-7%	-1%	1%	-3%	-2%	-8%
SIAH1 antagonists	4%	-2%	0%	0%	-1%	-4%

7) S=c1[nH]c2ccc3ccccc3c2[nH]1
8) O=C1OCCN1C(=O)[C@H]1[C@H](c2ccc(F)cc2)C(c2ccc(F)cc2)=NN1c1ccccc1
9) N#C/C(=C(/O)CCCl)c1ccccn1
10) COc1cccc(/C=C/c2ccccn2)c1O
11) Cc1ccc(NC(=O)c2ccc(OC(=O)CCN3C(=O)c4ccccc4C3=O)cc2)cc1
12) CCn1c(SCC(O)c2ccccc2)nnc1-c1ccccc1 (stereo unspecified)
assay / compound	7	8	9	10	11	12
M1AAP inhibition	9%	1%	8%	11%	0%	6%
human PMI inhibitors	10%	21%	0%	x	-18%	-4%
P. falciparum M17LAP	-14%	8%	-307%	7%	2%	9%
AID2073	-5%	28%	43%	24%	7%	2%
Dynein transport	-0.55	0.062	-0.18	-1.1	1.2	0.042
Dynein transport cytoplasmic EGFP	-0.34	-0.33	-0.35	-0.24	-0.16	-0.29
Dynein transport nuclear GR-EGFP	-0.75	0.45	-0.18	-0.52	1	-0.29
Dynein transport cell count	0.82	1.1	1.3	1	-1	0.037
human PMI inhibition	9%	20%	-22%	x	-22%	7%
XIAP displacement	-6.2%	-14%	-1.7%	x	-7.1%	-16%
LYP inhibition	-3%	5%	-12%	0%	-11%	-8%
SIAH1 antagonists	5%	5%	0%	19%	-1%	18%

13) Cc1ccc(C)c(OCC(O)CN2CCN(CCN3C(=O)c4cccc5cccc(c45)C3=O)CC2)c1 (stereo unspecified)
14) CCc1ccc(NC(=O)CSc2n[nH]c(C)c2[N+](=O)[O-])cc1
15) COc1ccccc1-c1c(C)nn2c(-c3ccccc3)cc(C)nc12
16) COc1ccc(N2CCN(C(CNC(=O)c3ccc4c(c3)OCO4)c3ccco3)CC2)cc1 (stereo unspecified)
17) CCC(=O)NC(c1ccc(N(C)C)cc1)c1c(O)ccc2ccccc12 (stereo unspecified)
18) O=C(CSc1ccc(-c2cccs2)nn1)N1CCCCCC1
assay / compound	13	14	15	16	17	18
M1AAP inhibition	2%	-1%	3%	2%	5%	2%
human PMI inhibitors	-11%	-13%	x	12%	62%*	0%
P. falciparum M17LAP	7%	5%	10%	-3%	1%	12%
AID2073	-2%	7%	3%	-4%	-2%	-38%
Dynein transport	-0.055	-0.35	-0.14	-0.12	0.27	0.0085
Dynein transport cytoplasmic EGFP	-0.29	-0.22	-0.17	-0.34	-0.24	-0.29
Dynein transport nuclear GR-EGFP	-0.24	0.13	0.45	-0.18	0.41	0.035
Dynein transport cell count	0.56	0.57	0.8	-0.51	0.8	3.2
human PMI inhibition	-1%	-5%	x	-7%	27%	13%
XIAP displacement	-1.7%	-12%	x	-3.8%	-2.0%	-20%
LYP inhibition	-2%	4%	-6%	-7%	-4%	1%
SIAH1 antagonists	0%	9%	2%	-3%	6%	1%

19) COC/C=C/C1=CC2=CC(=O)C(C)(OC(=O)c3cnc4ccccc4n3)C(=O)C2=CN1CCCCO (stereo unspecified)
20) CCOc1ccccc1NC(=O)C(CC(C)C)NC(=O)C1CCC(C)CC1 (stereo unspecified)
21) CC(C)S(=O)(=O)C/C(N)=N/OS(=O)(=O)c1ccc(Cl)cc1
22) Cc1cc(C)n2nc(C(=O)NCc3ccccc3)nc2n1
23) CCOC(=O)C1=C(NC#N)OC(C)=C(C)C1c1ccc(O)cc1 (stereo unspecified)
24) Cc1ccc(N(C(=O)Cn2nnc(-c3ccc(C)o3)n2)C(C(=O)NC2CCCC2)c2ccco2)cc1 (stereo unspecified)
assay / compound	19	20	21	22	23	24
M1AAP inhibition	4%	0%	-6%	1%	4%	-1%
human PMI inhibitors	x	-10%	x	6%	6%	-12%
P. falciparum M17LAP	4%	4%	3%	-15%	-1%	4%
AID2073	18%	-9%	4%	2%	3%	2%
Dynein transport	0.71	-0.4	-0.66	0.043	-1.6	-0.95
Dynein transport cytoplasmic EGFP	-0.73	-0.27	-0.13	-0.21	0.089	-0.22
Dynein transport nuclear GR-EGFP	0.43	-0.019	-0.35	0.26	-0.56	-0.31
Dynein transport cell count	-0.77	0.6	0.9	0.15	-0.028	1.1
human PMI inhibition	x	-9%	x	7%	7%	-12%
XIAP displacement	x	0.2%	x	-0.4%	-7.6%	-3.7%
LYP inhibition	-8%	-7%	-1%	-5%	-2%	-2%
SIAH1 antagonists	-5%	-1%	2%	3%	-2%	1%

25) C=C(C)C(=O)Nc1cccc(C2=NOC3(C2)C[C@@H](C(N)=O)N(C(=O)/C=C/CC)C3)c1 (stereo partly specified)
26) CC1=NC(C)Cc2ccccc21 (stereo unspecified)
27) O=S(=O)(NCc1ccccc1)c1ccccc1Br
28) Clc1ccc(-c2ccccc2)nn1
29) Cc1ccccc1NC(=O)C1CC(=O)N(Cc2ccccc2)C1 (stereo unspecified)
30) CCOC(=O)c1cc2c(=O)n3ccccc3nc2n(Cc2ccco2)c1=NC(=O)c1ccc(OC)cc1
assay / compound	25	26	27	28	29	30
M1AAP inhibition	1%	-3%	-2%	3%	5%	6%
human PMI inhibitors	x	1%	x	x	4%	30%
P. falciparum M17LAP	1%	8%	-1%	-3%	-9%	11%
AID2073	38%	-4%	-8%	6%	-19%	33%
Dynein transport	-0.61	-0.89	-0.62	-0.57	0.92	0.022
Dynein transport cytoplasmic EGFP	-0.75	-0.2	-0.77	-0.28	-0.27	-0.23
Dynein transport nuclear GR-EGFP	-0.13	-0.22	-0.23	-0.68	0.77	-0.15
Dynein transport cell count	-0.074	0.045	0.13	1.4	-1.2	0.25
human PMI inhibition	x	2%	x	x	-1%	-6%
XIAP displacement	x	-6.6%	x	x	-6.1%	-5.8%
LYP inhibition	4%	-4%	-11%	-10%	-11%	-7%
SIAH1 antagonists	-11%	4%	1%	-4%	-1%	-1%

31) O=C(CSc1oc(-c2ccco2)nc1S(=O)(=O)c1ccc(Cl)cc1)NCC1CCCO1 (stereo unspecified)
32) CCC(=O)N1CCN(C(C)=O)C1c1ccccc1 (stereo unspecified)
33) O=c1c2ccccc2nc2c3ccccc3c(NCc3ccco3)nn12
34) CCOC(=O)c1c(C)n(C)c2ccc(OCC(O)CN3CCN(C)CC3)cc12 (stereo unspecified)
35) CN(C)C(=O)c1cccn(Cc2cccc(C(F)(F)F)c2)c1=O
36) CC12CCC(C(=O)Nc3ccc(Cl)cc3)([C@H](Br)C1=O)C2(C)C (stereo partly specified)
assay / compound	31	32	33	34	35	36
M1AAP inhibition	0%	-2%	17%	1%	6%	3%
human PMI inhibitors	-4%	5%	3%	-3%	2%	x
P. falciparum M17LAP	17%	-4%	-9%	1%	2%	7%
AID2073	2%	2%	24%	-4%	-1%	-2%
Dynein transport	4.4	-0.87	-0.64	1.7	-0.74	-0.41
Dynein transport cytoplasmic EGFP	-0.17	-0.0096	0.32	0.054	-0.0043	-0.2
Dynein transport nuclear GR-EGFP	2.4	-0.47	-0.41	1.4	-0.17	0.11
Dynein transport cell count	-1.8	1.1	0.44	-1.2	0.96	0.17
human PMI inhibition	1%	11%	10%	2%	5%	x
XIAP displacement	-13%	-3.0%	-3.2%	-4.0%	-4.7%	x
LYP inhibition	4%	-1%	-7%	-9%	-8%	-5%
SIAH1 antagonists	-3%	5%	6%	3%	-3%	-8%

Among those listed so far, these have four or more nitrogen atoms:
4) CN(CCc1ccccn1)c1ncnc2[nH]ncc12
14) CCc1ccc(NC(=O)CSc2n[nH]c(C)c2[N+](=O)[O-])cc1
22) Cc1cc(C)n2nc(C(=O)NCc3ccccc3)nc2n1
24) Cc1ccc(N(C(=O)Cn2nnc(-c3ccc(C)o3)n2)C(C(=O)NC2CCCC2)c2ccco2)cc1 (stereo unspecified)
25) C=C(C)C(=O)Nc1cccc(C2=NOC3(C2)C[C@@H](C(N)=O)N(C(=O)/C=C/CC)C3)c1 (stereo partly specified)
30) CCOC(=O)c1cc2c(=O)n3ccccc3nc2n(Cc2ccco2)c1=NC(=O)c1ccc(OC)cc1
33) O=c1c2ccccc2nc2c3ccccc3c(NCc3ccco3)nn12
assay / compound	4	14	22	24	25	30	33
M1AAP inhibition	3%	-1%	1%	-1%	1%	6%	17%
human PMI inhibitors	18%	-13%	6%	-12%	x	30%	3%
P. falciparum M17LAP	17%	5%	-15%	4%	1%	11%	-9%
AID2073	-2%	7%	2%	2%	38%	33%	24%
Dynein transport	0.51	-0.35	0.043	-0.95	-0.61	0.022	-0.64
Dynein transport cytoplasmic EGFP	-0.25	-0.22	-0.21	-0.22	-0.75	-0.23	0.32
Dynein transport nuclear GR-EGFP	-0.49	0.13	0.26	-0.31	-0.13	-0.15	-0.41
Dynein transport cell count	0.8	0.57	0.15	1.1	-0.074	0.25	0.44
human PMI inhibition	14%	-5%	7%	-12%	x	-6%	10%
XIAP displacement	-4.2%	-12%	-0.4%	-3.7%	x	-5.8%	-3.2%
LYP inhibition	-3%	4%	-5%	-2%	4%	-7%	-7%
SIAH1 antagonists	0%	9%	3%	1%	-11%	-1%	6%
